# JMJD2E inh = JMJD2E (human) inhibition. Potency, µM (titrated, usually from 57.1 µM), for the others: top-dose activity change, negative = inhibition, hits mostly inhibitors. B2RXH2. 1.6% of 230,000 active. JMJD2E catalytic domain, FDH-coupled NADH fluorescence (FDH is formaldehyde dehydrogenase); active means well fitted inhibition curve with a large enough effect, not every such curve was filed as active; inconclusive means small, poorly fitted or top-dose-only effect, or another doubt; inactive means no such curve, though single readings can be large or run the other way;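 further: 0% = wells with enzyme and -100% = buffer wells without enzyme; nearly all actives have a fitted effect of over 50% in size; many of its hits are not listed in these tables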
# Target sequence (B2RXH2 1-337 limits assumed): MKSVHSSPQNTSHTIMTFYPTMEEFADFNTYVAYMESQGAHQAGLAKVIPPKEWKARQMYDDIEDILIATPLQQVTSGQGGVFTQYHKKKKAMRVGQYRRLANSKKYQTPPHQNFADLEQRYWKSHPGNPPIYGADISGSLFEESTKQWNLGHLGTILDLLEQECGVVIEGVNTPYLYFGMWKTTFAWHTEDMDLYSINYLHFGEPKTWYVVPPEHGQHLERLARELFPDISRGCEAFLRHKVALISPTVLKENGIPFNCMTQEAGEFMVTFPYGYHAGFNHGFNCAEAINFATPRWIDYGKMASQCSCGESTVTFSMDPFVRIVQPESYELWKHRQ
# L3MBTL1 block = blocks human L3MBTL1; Q9Y468; 0.66% of 230,000 active; Potency, µM (doses to about 57.1 µM), for inactives: at the top dose activity, negative = inhibition, most hits filed as inhibitors; AID 485360; AlphaScreen L3MBTL1–H3K9me1 peptide binding; further: on the % scale 0 is the no-effect control and ±100 the full control effect; nearly all actives have a fitted effect of over 60% in size
#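 AlphaScreen assay: L3MBTL1 (50 nM final) was preincubated 30 min at room temperature with biotinylated H3(1-15)K9me1 peptide (75 nM final), then 30 min with library compounds; streptavidin donor and nickel chelate acceptor beads (10 ug/mL final) added, 30 min dark.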
# RECQ1 inh = inhibitors of human RECQ1 DNA helicase; P46063; RECQ1 DNA unwinding, red fluorescence kinetic read; Potency, µM (series often up to 57.3 µM), for the others: at the top dose activity, negative = inhibition, usual class: inhibitors; 0.54% of 240,000 active; AID 2549;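 further: plate controls were vehicle for no effect and no enzyme for full effect; nearly all actives have a fitted effect of over 30% in size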
#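 50 nM RECQ1T1 preincubated 15 min with compound in Tris pH 8.0 buffer with MgCl2, DTT, Tween-20 and 2.5 ug/ml poly(dI-dC); started with 200 nM TAMRA/BHQ-2 forked duplex and 2 mM ATP. Unwinding read as fluorescence (525/598 nm), two reads 2 h apart.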
# Tau fibril ThT = blocks human tau fibril formation measured by thioflavin T. Potency, µM (series often up to 57.4 µM), for inactives: top-dose activity, negative = inhibition, usual class: inhibitors. recombinant tau K18 P301L (four-repeat tau fragment), heparin-induced fibrillization, ThT fluorescence. AID 1460. P10636. 2.1% of 270,000 active; further: on the % scale 0 is the no-effect control and ±100 the full control effect; nearly all actives have a fitted effect of over 55% in size
# Target sequence (P10636 561-689 P618L limits assumed): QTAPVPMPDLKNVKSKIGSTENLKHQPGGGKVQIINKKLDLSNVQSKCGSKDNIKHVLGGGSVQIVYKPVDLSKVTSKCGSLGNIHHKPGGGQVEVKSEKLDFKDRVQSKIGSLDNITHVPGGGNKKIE
#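 In this qHTS, human K18 P301L tau is incubated with compound and heparin for 6 hr at 37 C, and Thioflavin T fluorescence then reports fibril load.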
# SMN2 splice up = SMN2 splice variant enhancement | HEK293 SMN2-luciferase splicing reporter, luminescence, 30-36 h | Potency, µM (top dose mostly 46.1 µM), inactives show at the top dose activity change, positive = activation, usual class: activators | 2.8% of 210,000 active; further: % of control where 0% means no effect; nearly all actives have a fitted effect of over 55% in size
#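 HEK293 cells carry an SMN2 minigene-luciferase reporter in which exon 7 inclusion puts luciferase in frame. Cells were seeded at 2000 cells/well, attached for 10-12 hours, then exposed to compounds for 30-36 hours at 37C before ONE-Glo luminescence.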
# ALDH1A1 inh = inhibitors of human aldehyde dehydrogenase 1A1 | Purified ALDH1A1, NADH fluorescence, propionaldehyde substrate | Potency, µM (series often up to 75.3 µM), without a hit: top-dose activity, negative = inhibition, hits mostly inhibitors | 7.3% of 220,000 active; active means well fitted inhibition curve with a large enough effect, not every such curve was filed as active; inconclusive means small, poorly fitted or top-dose-only effect, or another doubt; inactive means no such curve, though single readings can be large or run the other way;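 further: plate controls were no enzyme wells and a reference inhibitor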
# Target sequence (P00352 whole entry, looked up): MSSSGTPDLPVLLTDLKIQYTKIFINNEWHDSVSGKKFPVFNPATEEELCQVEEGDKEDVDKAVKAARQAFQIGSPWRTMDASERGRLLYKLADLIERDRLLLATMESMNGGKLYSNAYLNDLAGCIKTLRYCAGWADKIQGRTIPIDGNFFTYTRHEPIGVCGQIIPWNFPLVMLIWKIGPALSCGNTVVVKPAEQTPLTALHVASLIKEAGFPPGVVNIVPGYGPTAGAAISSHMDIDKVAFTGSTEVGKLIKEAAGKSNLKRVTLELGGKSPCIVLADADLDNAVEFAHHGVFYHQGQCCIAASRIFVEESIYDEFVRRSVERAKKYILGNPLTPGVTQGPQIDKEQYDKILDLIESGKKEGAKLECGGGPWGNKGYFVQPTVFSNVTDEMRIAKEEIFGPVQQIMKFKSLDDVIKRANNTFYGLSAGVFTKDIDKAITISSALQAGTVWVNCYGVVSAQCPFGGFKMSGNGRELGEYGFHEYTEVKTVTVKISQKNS
# Lamin A splicing = modulators of lamin A splicing; HeLa LMNA splicing GFP/RFP minigene ratio, 48 h; Potency, µM (titrated, usually from 46.1 µM), for the others: at the top dose ratio change, negative = inhibition, actives largely listed as inhibitors; 0.01% of 200,000 active; AID 1487; active means well fitted inhibition curve with a large enough effect in the signal ratio, with a control signal flat, not every such curve was filed as active; inconclusive means small, poorly fitted or top-dose-only effect, or effect the other way, or a change in a side signal; the % refers to the signal ratio; further: on the % scale 0 is the no-effect control and ±100 the full control effect
#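 Read-out is the ratio of GFP to DsRed2 object intensity, acquired by 488 nm laser-scanning cytometry on HeLa lamin A-EGFP minigene reporter cells. Compound incubation 48 hrs at 37 °C in Opti-MEM with 2% FBS; DMSO 0.5% final.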
# Luc counter = Kinase-Glo luciferase inhibition (counter-screen); Q27757; Kinase-Glo luciferase, ATP luminescence, 8 min; Potency, µM (titrated, usually from 38.3 µM), for the others: at the top dose activity change, negative = inhibition, hits mostly inhibitors; 0.28% of 200,000 active; AID 1379; further: on the % scale 0 is the no-effect control and ±100 the full control effect; nearly all actives have a fitted effect of over 60% in size
#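 Kinase-Glo luciferase light output from ATP and luciferin was measured with 10 uM ATP, within the enzyme's linear range. Buffer: 50 mM imidazole pH 7.2, 50 mM KCl, 7 mM MgCl2, 0.01% Tween 20, 0.05% BSA; luminescence read after 8 min at ambient temperature.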
# Numbers without * were called inactive; i = inactive; ? = inconclusive; nt = no result given; [ ] = remark or other dose. Unless noted, the call rests on the fitted dose curve; in most records, active means well fitted curve in the direction sought with a large enough effect; inconclusive means small, poorly fitted or top-dose-only effect, or another doubt; inactive means no such curve, though single readings can be large; an effect the other way counts as inactive or inconclusive. Potency means the concentration at half of the fitted maximal effect. Some of the compounds tested (hit frequency here may not be typical).
nr	mol	Lamin A splicing	Luc counter	L3MBTL1 block	SMN2 splice up	Tau fibril ThT	RECQ1 inh	JMJD2E inh	ALDH1A1 inh
1	S=C(Nc1ccccc1)Nc1ccccc1-n1cccc1	nt	nt	4%	nt	-10%	-7%	?	-11%
2	Cn1ncc2c(c(SCc3ccc(Cl)cc3Cl)nn2C)c1=O	nt	nt	3%	nt	?	-5%	-26%	nt
3	O=C(CNC(c1ccccc1)c1ccccc1)Nc1ccc(F)cc1	-13%	2%	45%[activator]	7%	3%	-9%	3%	2%
4	CCOC(=O)Cc1csc(N(C)C)n1	nt	nt	nt	nt	3%	i	4%	2%
5	Cc1cc(C)cc(N(C(=O)CNS(=O)(=O)c2ccccc2)C(C(=O)NCc2ccccc2)c2ccc(C)o2)c1 (stereo unspecified)	?	0%	-9%	10%	-9%	1%	-1%	-8%
6	O=C(Cc1ccccc1)NNC(=O)Cc1ccccc1	19%[46 µM]	2%	9%	17%	-2%	-5%	15%	15%
7	Cc1cc(C(=O)CSc2nc(N)cc(N)n2)c(C)n1-c1cccc(F)c1	?	-1%	-16%	-37%[inhibitor]	?	-7%	0%	6%
8	NC(=S)N/N=C/c1ccc([N+](=O)[O-])cc1	nt	1%	0%	-8%	?	i	1%	-3%
9	CC(=O)Nc1ccccc1OCC(=O)NC(C)c1ccccc1 (stereo unspecified)	?	1%	-2%	-27%	2%	i	3%	13%
10	CCC(=O)c1ccc(OCC(O)CN2CCN(S(=O)(=O)N3CCCCC3)CC2)cc1 (stereo unspecified)	11%	-3%	9%	nt	-6%	-3%	7%	?
11	COc1ccc(-c2nc(NC(=O)CSc3nnc4ccccn34)ns2)cc1	4%	2%	0%	18%	-17%	-21%	?	?
12	O=C(c1ccc(NC2=NC3CS(=O)(=O)CC3S2)cc1)N1CCc2ccccc2C1 (stereo unspecified)	-3%	2%	-4%	13%	-9%	-14%	1%	-1%
13	CCOc1ccc(Nc2oc(-c3cccs3)nc2C#N)cc1	11%	-6%	nt	-2%	?	-4%	?	?
14	COc1ccc(-c2noc(CN3CCCCC3c3nccn3C)n2)cc1 (stereo unspecified)	nt	2%	12%	-10%	-9%	11%	2%	-6%
15	O=C(CCNS(=O)(=O)c1ccccc1F)NCc1ccc2c(c1)OCO2	0%	-5%	1%	8%	-10%	0%	5%	-15%
16	CC(C)CN1CC2(CCN(C(=O)c3csnn3)CC2)C1	nt	-1%	nt	1%	nt	i	nt	6%
17	CN(C)c1ccc(Nc2nc(N)c([N+](=O)[O-])c(N3CCOCC3)n2)cc1	-18%	-5%	-14%	7%	16µM*	9%	3%	-42%
18	O=C(NCCN1CCOCC1)c1cnn2c(-c3ccccc3)cc(-c3ccccc3)nc12	?	-2%	13%	-23%	-13%	3%	?	?
19	Cc1csc(NC(=O)CCc2c(C)nc3cc(-c4ccc(Cl)cc4)nn3c2C)n1	?	11%	0%	-83%[inhibitor]	-14%	-2%	-1%	?
20	O=C(CN1CCCCC1)Nc1cc(Cl)ccc1Oc1ccccc1	?	-2%	32%[activator]	-26%	-9%	-6%	6%	-1%
21	O=C(Cc1ccc(-n2c(=O)c3sccc3n(CC(=O)Nc3ccccc3)c2=O)cc1)NCc1ccco1	nt	6%	?	-11%	0%	i	1%	-5%
22	O=C(NCCN1CCOCC1)c1ccc(=O)oc1	7%	0%	0%	6%	-6%	i	?	-5%
23	COc1ccc(/C=N/NC(=O)c2ccc(=O)n(C)c2)cc1OC	nt	-1%	nt	8%	-14%	-2%	-5%	-7%
24	Cc1cc(C)cc(NC(=O)Nc2ccc3c(c2)N(C)C(=O)CS3)c1	-6%	-2%	nt	-11%	-12%	-5%	-11%	10%
25	COc1cccc(/C=C/C(=O)c2cccc([N+](=O)[O-])c2)c1OC	?	-2%	-25%	-2%	5%	-14%	-25%	?
26	CCOc1cc(S(=O)(=O)NCCc2cccc(C)c2)c(OCC)cc1-n1cnnn1	-7%	2%	3%	7%	-12%	-2%	?	?
27	CC1(C)CC(=O)/C(=C(\O)Cc2ccccc2)C(=NCCCCCC(=O)O)C1	6%	2%	11%	0%	4%	-3%	-3%	7%
28	C=CCc1cccc2cc(C(=O)N3CCN(C(=O)c4ccco4)CC3)c(=O)oc12	-10%	-2%	-2%	-13%	-2%	1%	?	?
29	CC(=O)Nc1sc(-c2ccccc2)nc1-c1ccccc1	nt	-2%	nt	-28%	-15%	0%	?	?
30	Cc1ccc(S(=O)(=O)CC2CSc3nc4ccccc4n32)cc1 (stereo unspecified)	?	3%	-6%	-83%[inhibitor]	-13%	-9%	-2%	-8%
31	Cc1ccc(C)c(NC(=O)CCN2CCOCC2)c1	-4%	0%	-2%	14%	6%	-4%	7%	3%
32	O=C(Cc1n[nH]c(=O)[nH]c1=O)N/N=C/c1ccccc1	0%	0%	1%	-14%	-4%	0%	6%	4%
33	CC=C(/C(=C/C)c1ccc(O)cc1)c1ccc(O)cc1	?	0%[17.1 µM]	nt	-2%[20.6 µM]	nt	-3%[25.9 µM]	1%[25.5 µM]	-9%[20.9 µM]
34	COc1ccc2cc(C(c3nnnn3CC3CCCO3)N3CCOCC3)c(=O)[nH]c2c1 (stereo unspecified)	-3%	-1%	6%	-10%	3%	-1%	?	-15%
35	Cc1cccc(NC(=O)c2ccc(N3CCCCC3)c([N+](=O)[O-])c2)n1	?	-9%	?	6.3µM*	?	-6%	1%	13µM*
36	CSc1cccc(NC(=O)/C=C/c2ccco2)c1	7%[46 µM]	-4%	nt	45%	?	-15%	-23%	3.2µM*
37	CCC(Sc1nc2c(cnn2-c2ccc(Cl)cc2)c(=O)[nH]1)C(=O)OC (stereo unspecified)	?	2%	-10%	3%	6%	1%	-3%	-3%
38	O=C(COC(=O)c1cnccn1)c1ccc(OC(=O)c2ccccc2)cc1	?	-1%	-17%	2%	-5%	-5%	6%	4%
39	CCOC(=O)Cn1nnc2c(sc3nc4c(c(-c5ccc(Cl)cc5)c32)CCC4)c1=O	5%	-6%	-6%	-25%	-13%	-9%	-1%	4%
40	O=[N+]([O-])c1ccc(N/N=C/c2c[nH]c3ccccc23)c(S(=O)(=O)Nc2ccc(Cl)cc2)c1	2%	-6%	nt	-12%	3.2µM*	i	11%	-8%
41	CCOC(=O)CN1CC23C=CC(O2)C(C(=O)NC2CCCC2)C3C1=O (stereo unspecified)	-10%	0%	-1%	-6%	?	-5%	-10%	15%
42	COC(=O)CC1(C(=O)OC)Oc2ccc(Br)cc2C(=O)N1c1ccc(Br)cc1Cl (stereo unspecified)	nt	nt	-13%	nt	?	-3%	?	1%
43	CCOC(=O)c1[nH]cnc1C(=O)NCc1ccccc1	nt	nt	1%	nt	-5%	-4%	-10%	-6%
44	CCOc1cc(-c2noc(N)c2C(=O)OC)cc(OCC)c1OCC	-4%	-1%	3%	-2%	1%	-2%	7%	15%
45	CC(=O)Oc1ccc(C)cc1N1C(=O)c2ccc(C(=O)O)cc2C1=O	-13%	0%	5%	-4%	-7%	-11%	-2%	3%
46	CCNC(=O)COC(=O)/C=C/c1cccc([N+](=O)[O-])c1	-23%[46 µM]	2%	5%	16%	-5%	i	-18%	-6%
47	Cn1c(/N=C/c2cc(Cl)ccc2O)nc2ccccc21	1%	12%	4%	-1%	-4%	-2%	?	12%
48	O=C(COc1cccnc1[N+](=O)[O-])N1CCN(C(=O)c2ccco2)CC1	nt	8%	nt	22%	-11%	-4%	-29%	-8%
49	Cc1cc(C)nc(SCc2ccc(C(=O)NN=C3C4CC5CC(C4)CC3C5)cc2)n1	-6%	-5%	-2%	13%	-16%	1%	11%	3.5µM*
50	O=C(CCNS(=O)(=O)c1cccc2nsnc12)NCc1cccs1	-6%	-2%	nt	?	-8%	-11%	-2%	-2%
51	C=C(C)COc1ccc(-c2n[nH]c(C)c2-c2ccc(OC)cc2)c(O)c1	?	-3%	?	-6%	-19%	-15%	-15%	?
52	O=C1CC(C(=O)Nc2ccc(F)cc2)S/C(=N\N=C\c2ccco2)N1 (stereo unspecified)	-2%	2%	30%	12%	7%	-1%	-9%	7%
53	Cc1ccccc1NC(=O)/C=C/c1ccc([N+](=O)[O-])s1	?	-1%	-6%	-73%[inhibitor]	13µM*	-19%	5%	-3%
54	CCC(NC(=O)Nc1nnc(C(F)(F)F)s1)(C(F)(F)F)C(F)(F)F	?	1%	5%	-44%[inhibitor]	8%	i	10%	13%
55	CCOC(=O)C(=O)CC(=O)c1ccc2c(c1)OCCO2	?	2%	-2%	?	-6%	17%	-7%	?
56	CCC(C)NCCCCOc1cc(C)cc(C(C)C)c1 (stereo unspecified)	12%	4%	9%	-16%	-10%	i	-4%	?
57	O=C(COc1ccccc1)NC(=S)Nc1cccc([N+](=O)[O-])c1	-15%	-2%	28%	0%	-2%	-6%	0%	?
58	CCN(C(=O)COC(=O)CNC(=O)c1ccc(C)s1)c1ccccc1	2%[46 µM]	-1%	-11%	2%	-2%	-10%	4%	-6%
59	COc1ccc(N(CCC#N)S(=O)(=O)c2ccc(Cl)cc2)cc1	11%	-1%	nt	-4%	2%	i	-4%	?
60	COc1ccc(C2=NOC(C(=O)NC(C)C)C2)cc1 (stereo unspecified)	16%	-4%	1%	3%	-4%	-4%	6%	11%
61	CCN(C(=O)c1cc2ccccc2oc1=O)c1cccc(C)c1	3%	-8%	nt	-38%[inhibitor]	3%	6%	-10%	14µM*

# Profiles from above. Screens in order: Lamin A splicing | Luc counter | L3MBTL1 block | SMN2 splice up | Tau fibril ThT | RECQ1 inh | JMJD2E inh | ALDH1A1 inh
# CCC(C)NCCCCOc1cc(C)cc(C(C)C)c1 (stereo unspecified) in the list: 12% | 4% | 9% | -16% | -10% | i | -4% | ?
# COc1ccc(C2=NOC(C(=O)NC(C)C)C2)cc1 (stereo unspecified) in the list: 16% | -4% | 1% | 3% | -4% | -4% | 6% | 11%

# Assay outcomes (PubChem BioAssay)
